# High-throughput results deposited in PubChem by National Center for Advancing Translational Sciences (NCATS).
# RXFP1 antagonist: qHTS Assay for Antagonists of the Relaxin Receptor RXFP1 | activity change, negative = inhibition, % at 57.5 µM | Relaxin receptor 1 (Homo sapiens), Q9HBX9 | HEK293-RXFP1, relaxin-stimulated cAMP HTRF, 30 min; active compounds read low | 0.59% of 350,000 active;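 active means activity change of -60% or lower, but not beyond a set lower limit; inconclusive means change between -60% and -40%, or beyond the set limit; inactive means change above -40%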; further: on the % scale 0 is the no-effect control and ±100 the full control effect
# D1 ag: Allosteric Agonists of the Human D1 Dopamine Receptor: qHTS. HEK293 T-REx D1 cells, calcium flux, agonist mode. D(1A) dopamine receptor (Homo sapiens), P21728. 1% of 360,000 active. activation, % at 2 µM; in the data active means activation above about 30%; further: 0% is about no effect
# Target sequence (P21728 whole entry, looked up): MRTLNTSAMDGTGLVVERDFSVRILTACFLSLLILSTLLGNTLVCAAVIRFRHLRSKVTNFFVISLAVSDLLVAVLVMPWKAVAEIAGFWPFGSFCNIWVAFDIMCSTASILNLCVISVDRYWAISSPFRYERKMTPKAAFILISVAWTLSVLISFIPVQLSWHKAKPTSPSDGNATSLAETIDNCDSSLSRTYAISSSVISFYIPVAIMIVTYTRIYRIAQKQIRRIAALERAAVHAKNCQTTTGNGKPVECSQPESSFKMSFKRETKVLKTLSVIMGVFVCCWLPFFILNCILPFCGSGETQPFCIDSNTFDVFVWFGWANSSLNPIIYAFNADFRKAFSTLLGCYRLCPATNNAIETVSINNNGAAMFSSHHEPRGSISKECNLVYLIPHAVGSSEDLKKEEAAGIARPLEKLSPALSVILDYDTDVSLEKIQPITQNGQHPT
#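 Inducible HEK293 T-REx D1 cells, force-coupled to calcium signalling, were plated at 4000 cells/well with tetracycline and held overnight at 30 C. After no-wash calcium dye loading, compound-evoked calcium rise over 180 s flagged agonists.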
# D2 PAM: HTS Assay for Positive Allosteric Modulators of the Human D2 Dopamine Receptor: Primary Screen for Potentiators; potentiation, % at 10 µM; 0.34% of 340,000 active; D(2) dopamine receptor (Homo sapiens), P14416; HEK293 T-REx D2, calcium flux, EC20 dopamine potentiation;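 active means potentiation over 3 SD above the plate norm, cut at about 30% in these data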; further: 0% is about no effect
# Target sequence (P14416 whole entry, looked up): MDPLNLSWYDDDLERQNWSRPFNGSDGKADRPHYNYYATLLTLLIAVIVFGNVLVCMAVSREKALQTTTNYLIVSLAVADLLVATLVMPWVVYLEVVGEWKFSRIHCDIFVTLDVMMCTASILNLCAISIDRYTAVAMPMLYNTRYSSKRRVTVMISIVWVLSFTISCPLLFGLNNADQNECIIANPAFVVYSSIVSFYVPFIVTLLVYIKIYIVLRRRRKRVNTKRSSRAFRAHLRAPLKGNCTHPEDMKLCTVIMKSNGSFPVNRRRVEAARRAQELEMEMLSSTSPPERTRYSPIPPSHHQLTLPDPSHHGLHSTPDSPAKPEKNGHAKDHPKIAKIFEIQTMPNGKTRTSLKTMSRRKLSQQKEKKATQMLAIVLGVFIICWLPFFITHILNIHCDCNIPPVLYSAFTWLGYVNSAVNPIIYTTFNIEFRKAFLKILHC
#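 Potentiation of an EC20 dopamine calcium response measured kinetically over 180 s, after a preceding 180 s compound-only read flagging agonists. Cells: inducible Hek293 Trex D2 line, 4000/well, cultured overnight at 30 C before dye loading.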
# D2 ag: HTS Assay for Allosteric Agonists of the Human D2 Dopamine Receptor: Primary Screen for Agonists; D(2) dopamine receptor (Homo sapiens), P14416; HEK293 T-REx D2 cells, calcium flux agonist mode; activation, % at 2 µM; 0.53% of 340,000 active; AID 485358, 2010;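 active means activation over 3 SD above normal in the single-dose calcium agonist read, cut at about 30% in these data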; further: 0% is about no effect
#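 Calcium-flux readout, 1 cycle/sec over 180 s following compound pin transfer, in inducible HEK293 Trex D2 cells (force-coupled); dopamine controls included. Positive calcium responses during this window marked compounds as potential agonists.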
# TRHR PAM: qHTS for Small Molecule Agonists and Allosteric Enhancers of Human TRH Receptor: Primary Screen for Enhancers | Thyrotropin-releasing hormone receptor (Homo sapiens), P34981 | 0.66% of 360,000 active | TRHR cells, fluo-8 calcium fluorescence, EC20 TRH enhancement | AID 493056, 2011 | enhancement, % at 2 µM; in the data active means enhancement above about 30%; further: 0% is about no effect
#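 Enhancer read-out: after compound pinning and an initial kinetic agonist-mode read, an EC20 of TRH (10 nM final) was injected and fluo-8 calcium signal (Ex 480/Em 530) followed at 1 s/cycle for 100 cycles in TRHR-expressing cells.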
# D1 antag: Antagonist of Human D 1 Dopamine Receptor: qHTS; 3.2% of 360,000 active; D(1A) dopamine receptor (Homo sapiens), P21728; HEK293 TREx D1 cells, calcium flux, dopamine EC80; active compounds read low; activity change, negative = inhibition, % at 10 µM; in the data active means activity change below about -30%; further: on the % scale 0 is the no-effect control and ±100 the full control effect
#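 Compound effects on dopamine-evoked calcium signalling were measured in tetracycline-induced HEK293 Trex D1 cells. Dopamine at EC80 followed a 180 s compound pre-read, and fluorescence was tracked kinetically for 180 s more.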
# D1 potentiator: Potentiators of Human D1 Dopamine Receptor: qHTS | HEK293 TREx D1 cells, calcium flux, dopamine EC20 potentiation | D(1A) dopamine receptor (Homo sapiens), P21728 | AID 504651, 2011 | potentiation, % at 10 µM | 0.036% of 360,000 active; in the data active means potentiation above about 30%; further: 0% is about no effect
# D2 antagonist: HTS Assay for Allosteric Antagonists of the Human D2 Dopamine Receptor: Primary Screen for Antagonists; inhibition, % at 10 µM; HEK293 TREx D2 cells, calcium flux, dopamine EC80; D(2) dopamine receptor (Homo sapiens), P14416; 2% of 340,000 active; in the data active means inhibition above about 30%; further: 0% is about no effect
#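 Measurement of antagonist activity uses fluorescent calcium dye in inducible HEK293 T-REx D2 cells: 10 s baseline, compound addition with 180 s read, EC80 dopamine addition with a further 180 s read.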
# RXFP1 ag: qHTS Assay for Agonists of the Relaxin Receptor RXFP1. HEK293T-RXFP1 cAMP TR-FRET, 30 min; response scale: percent of porcine relaxin response, buffer zero. Potency, µM (top dose mostly 57.5 µM), for inactives: at the highest dose activation, most hits filed as activators. 0.3% of 370,000 active; active means well fitted activation curve with a large enough effect; inconclusive means small, poorly fitted or top-dose-only effect; further: potency means the concentration at half of the fitted maximal effect; on the % scale 0 is the no-effect control and ±100 the full control effect; nearly all actives have a fitted effect of over 60% in size; many of its hits are not listed in these tables
#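 cAMP rise read by TR-FRET after 30 min, 37C compound exposure (up to 58 uM) in RXFP1-transfected HEK293 cells with Ro 20174 present. EC50 from Hill-equation fits, with 29 nM porcine relaxin as 100% and buffer as basal.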
# An asterisk follows results filed as active; ? = inconclusive; · = not tested or not shown; & = joins results of further samples.
SMILES,RXFP1 antagonist,D1 ag,D2 PAM,D2 ag,TRHR PAM,D1 antag,D1 potentiator,D2 antagonist,RXFP1 ag
COc1ccc(C2=NN(c3nc4ccccc4s3)C(=O)/C2=C\N(C)C)cc1,-20.8,0.0,1.2,-0.3,4.2,-25.7,-1.9,3.3,-0.1%
CCOC(=O)C1CCCN(CC(=O)Nc2cccc(C(C)=O)c2)C1 (configuration not stated),1.6,2.8,-6.8,0.0,3.9,17.6,-2.3,-7.0,1.9%
Cc1cccc(NC(=O)CCS(=O)(=O)c2ccccc2)n1,-3.6,2.5,-6.5,0.8,-12.1,4.7,-3.8,6.4,0.3%
Cc1cccc2[nH]c(SCC(=O)O)nc12,-12.1,2.7,9.7,-0.3,2.3,-3.3,-6.8,-21.6,0.8%
CC(C)C(=O)NC(=S)Nc1ccc(S(=O)(=O)NC(C)(C)C)cc1,0.7,26.6,-7.1,2.6,3.5,2.6,-7.8,20.0,0.2%
Cc1cc(C(=O)Nc2ccncc2)ccc1[N+](=O)[O-],-5.4,2.1,-4.0,-0.7,-11.1,-1.6,-3.5,12.3,3.4%
CCN(CC)S(=O)(=O)c1ccc(N=Nc2c(N)[nH]c(=O)[nH]c2=O)cc1,-7.4,1.9,-0.8,0.1,-4.7,-41.1*,1.6,0.7,3.3%
O=C(Nc1ccc(CN2CCOCC2)cc1)c1cc2ccccc2o1,1.7,6.4,-3.4,-0.2,4.3,-3.0,-4.9,18.0,1.8%
CC(C)OC(=O)/C(=C\c1cccnc1)NC(=O)c1ccccc1,6.7,3.3,6.3,0.0,-2.5,-2.9,-8.7,6.6,1.0%
COc1ccc(C(=O)c2oc3ccc(OC)cc3c2N)cc1,-10.2,1.9,-5.3,3.4,-3.7,-5.1,-3.2,0.5,1.4%
O=C(CCCN1C(=O)c2cccc3cccc(c23)C1=O)N1CCN(c2ccccc2O)CC1,-1.1,0.8,1.9,0.2,21.2,-5.0,0.8,-7.2,2.0%
Cc1cc(OCC(=O)Nc2ccccc2C)no1,8.1,3.7,9.3,-0.1,1.4,-13.3,5.5,-1.6,-0.5%
COCCCn1c(C(C)C)nc2oc3cc(OC)ccc3c(=O)c2c1=O,-3.8,1.8,-3.7,0.1,2.8,4.4,2.9,-24.2,4.9%
CSc1nc(N)c2c3c(sc2n1)COC(C(C)C)C3 (configuration not stated),2.9,0.2,3.2,-0.4,-3.8,4.0,-7.5,0.6,16.3%
COC(=O)C1=C(Nc2ccc(C)cc2)C=C(C)C(C(=O)OC)C1c1cccc(OC)c1 (configuration not stated),1.2,-0.1,-11.8,-1.0,-1.7,20.7,-4.5,-5.5,0.5%
CC(OC(=O)c1ccc([N+](=O)[O-])o1)C(=O)NC1CCCCC1C (configuration not stated),11.6,2.6,-13.5,0.1,-3.8,-0.8,-2.8,-22.9,0.0%
COc1ccc(Cl)cc1S(=O)(=O)N1CCN(CC(=O)C(C)(C)C)CC1,-3.5,0.1,·,·,-7.1,-12.6,-2.7,·,1.9%
Cc1ccc(CSc2nncn3c2cc2sccc23)cc1,7.6,1.8,2.9,-1.7,2.4,3.0,-1.1,·,-4.5%
CCOc1ccc(Nc2nc(Cc3nnc(SCC(=O)NC4CCCCC4)n3C)cs2)cc1,8.9,6.9,4.4,-1.9,11.9,-1.6,7.4,-1.9,0.5%
Cc1ccc(CNS(=O)(=O)c2ccc(-c3cnc(C4CC4)o3)cc2)cc1,11.9,9.2&2.5,-11.2,0.3&-1.6,4.3&-0.8,-27.3&2.1,-5.2&-1.0,6.5,0.7%&-1.7%
O=C(Cn1nc(-c2ccc(F)cc2)ccc1=O)Nc1ccc2c(c1)OCCO2,1.3,0.0,·,2.1,-4.4,5.7,-10.2,-8.8,-0.6%
CCCCSc1nc(O)c(C2OC(=O)c3c2ccc(OC)c3OC)c(=O)n1-c1ccccc1 (configuration not stated),-21.9,0.7,10.0,-0.1,31.0*,-33.5*,2.1,11.4,0.1%
CC(C)(C)OCC(O)CN1CCN(C(=O)c2ccccc2)CC1 (configuration not stated),-7.1,0.7,-1.1,2.8,-3.8,-12.5,-8.5,-11.4,1.7%
Cc1cc(C)cc(NC(=O)COC(=O)c2ccc3c(c2)OCCO3)c1,4.2,9.0,-11.8,0.5,2.1,25.7,·,-22.1,?
COc1cccc(NC(=O)CN(C)C(=O)c2ccc(COc3ccccc3)cc2)c1,-19.1,3.2,-12.1,0.0,7.3,-5.7,0.3,-43.6,0.0%
CCC(Cc1ccccc1)NC(=O)CCNS(=O)(=O)c1cc(Br)cnc1N (configuration not stated),4.4,1.3,-6.1,0.6,-9.3,12.0,-0.3,12.0,-0.5%
CC(=O)c1c(C)[nH]c(C(=O)OCC(=O)N2CCN(S(=O)(=O)c3ccc(C)cc3C)CC2)c1C,-2.0,7.0,5.2,0.0,0.5,-11.6,-3.8,7.6,0.7%
N#CC1=C(N)Oc2cc(O)c(C=Nc3ccccc3)cc2C1c1ccccc1 (configuration not stated),3.1,3.3,1.2,0.5,2.7,-19.8,-6.2,3.7,2.6%
Cc1ccc(-c2noc(-c3ccccc3NC(=O)C3CC(=O)N(c4ccccc4C)C3)n2)cc1 (configuration not stated),-6.5,13.9,-5.1,-0.9,7.3,-4.4,-1.3,·,1.7%
CCSc1nncn1/N=C/c1ccc(OC)c(OC)c1,-10.9,1.3,15.6,0.4,-2.0,-7.1,-1.9,-3.5,4.2%
COc1ccc(CNC(=O)c2cc3cc(OC)ccc3oc2=O)cc1,2.5,6.7&-0.1,0.3&10.0,-1.2&-0.5,2.5&-4.2,2.8&-1.1,2.0&-4.7,-0.1,5.2%&6.7%
Cc1ccc(C(=O)NC23CC4CC(CC(C4)C2)C3)c(Cl)c1,-12.5,-0.4,6.9,-0.3,-4.6,5.9,5.7,3.7,-0.2%
COc1ccc(C(=O)COC(=O)/C=C/c2ccccc2)c(OC)c1,-18.0,5.4,2.8,0.4,-5.6,-27.0,-3.3,-9.4,3.6%
COc1ccc(-c2oc(/N=C/N3CCOCC3)c(C#N)c2-c2ccc(OC)cc2)cc1,12.5,-0.4,4.2,0.7,-0.5,12.2,0.7,-4.2,0.7%
Cc1ccc(NC(=S)NCc2ccc(Cl)cc2)c(OC(F)F)c1,-34.2,13.4,-21.4,2.2,0.6,-19.0,0.2,-26.8,-1.2%
CCN(CCCNC(=O)c1c(C)oc2ncn(CC(C)C)c(=O)c12)Cc1ccccc1,·,0.0,-15.1,0.0,9.4,0.9,-4.6,·,3.1%

# Complete entries from above.
# Shown for CCSc1nncn1/N=C/c1ccc(OC)c(OC)c1 = RXFP1 antagonist = -10.9; D1 ag = 1.3; D2 PAM = 15.6; D2 ag = 0.4; TRHR PAM = -2.0; D1 antag = -7.1; D1 potentiator = -1.9; D2 antagonist = -3.5; RXFP1 ag = 4.2%
# Shown for CC(=O)c1c(C)[nH]c(C(=O)OCC(=O)N2CCN(S(=O)(=O)c3ccc(C)cc3C)CC2)c1C = RXFP1 antagonist = -2.0; D1 ag = 7.0; D2 PAM = 5.2; D2 ag = 0.0; TRHR PAM = 0.5; D1 antag = -11.6; D1 potentiator = -3.8; D2 antagonist = 7.6; RXFP1 ag = 0.7%
# Shown for CCN(CCCNC(=O)c1c(C)oc2ncn(CC(C)C)c(=O)c12)Cc1ccccc1 = RXFP1 antagonist = ·; D1 ag = 0.0; D2 PAM = -15.1; D2 ag = 0.0; TRHR PAM = 9.4; D1 antag = 0.9; D1 potentiator = -4.6; D2 antagonist = ·; RXFP1 ag = 3.1%

# More entries:
SMILES,RXFP1 antagonist,D1 ag,D2 PAM,D2 ag,TRHR PAM,D1 antag,D1 potentiator,D2 antagonist,RXFP1 ag
CCOC(=O)c1c(NC(=O)/C=C/c2ccc3c(c2)OCO3)sc(C)c1C,·,2.2,1.7,0.0,-2.5,5.6,0.5,4.0,0.2%
CC1=C(C(=O)Nc2cccc(F)c2)C2(CCCCC2)OC1=O,-5.1,1.6,-12.2,0.3,3.3,-20.7,-6.5,·,1.1%
CC(NC(=O)NC1CCCCC1)C(c1cccs1)N1CCOCC1 (configuration not stated),8.6,1.8,-6.6,-0.1,-7.0,9.6,-2.0,8.9,0.9%
O=S(=O)(c1cccs1)N1CCC(Cc2ccccc2)CC1,-2.2,10.8,0.0,0.0,-10.7,-42.4*,-0.4,7.2,1.8%
CCCn1cc(CN2CCC(Cc3ccccc3)(C(=O)OCC)CC2)c(C)n1,?,1.4,-6.7,0.6,-1.9,1.8,0.6,-5.4,1.7%
CN(C)c1ccc(/C=N/n2c(COc3ccccc3)n[nH]c2=S)cc1,-6.0,3.9,-7.4,0.5,-4.0,-2.4,2.0,-6.6,0.6%
COc1ccc(CNCc2c(C(=O)O)c(C)n(Cc3ccccc3C)c2C)cc1OC,0.6,2.1,-5.6,·,-3.0,-7.9,-0.7,·,2.0%
NC(=O)CC(NC(=O)Cc1cccc2ccccc12)c1ccc(N2CCC(N3CCCCC3)CC2)c([N+](=O)[O-])c1 (configuration not stated),·,0.9,·,·,0.9,0.1,-2.3,·,1.5%
Cc1ccc(Oc2nc(C(F)(F)F)nc3ccccc23)cc1,·,7.6,-5.7,-0.1,-2.9,8.8,-2.0,-8.0,2.7%
Cc1ccc(C(=O)COC(=O)COc2ccccc2C)cc1,-13.6,6.2,8.9,1.4,13.2,-24.0,-1.2,-32.0,0.3%
CCCCCN1C=CC(=C2C(=O)c3ccccc3C2=O)C=C1,-4.5,11.0,1.3,0.2,-1.5,-8.6,-2.1,9.4,1.3%
c1cncc(Cc2cc3ccccc3[nH]2)c1,·,1.1,0.0,-0.7,2.5,-23.1,-5.0,4.8,0.3%
COc1ccc(OC)c(S(=O)(=O)NC2CCCCC2)c1,-5.3,0.2,9.9,-0.1,-6.3,·,0.9,23.2,-2.7%
COc1ccc(CCNC(=O)CSc2n[nH]c(-c3ccccc3Cl)n2)cc1OC,-12.6,-0.2,-2.2,1.0,6.4,-7.0,-2.2,·,-1.6%
CC(=O)C1=C(C)NC(SCc2cccc3ccccc23)=C(C#N)C1c1ccco1 (configuration not stated),-3.5,2.4,-7.3,-1.1,-7.3,-3.0,-2.1,-5.6,-0.1%
Cc1nnc(SCc2ccc(CC(=O)O)cc2)o1,-2.7,0.1,3.0,0.6,-2.3,-2.9,-0.8,-0.5,1.1%

# A portion of the library (hit frequency here may not be typical).
